POLB inh: qHTS Assay for Inhibitors of DNA Polymerase Beta; Potency, µM (doses to about 114 µM), inactives show at the top dose activity change, negative = inhibition, most hits filed as inhibitors; Pol beta primer extension/strand displacement, fluorescence kinetic; 1.3% of 340,000 active; P06746; also: potency is read from the fitted curve at half-maximal effect; % is scaled to controls: 0 for no effect and ±100 for the full control effect
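Values derive from four-parameter Hill fits of normalized kinetic data: reads at 0 and 10 min following addition of 50 nM substrate to 10 nM Pol beta preincubated 15 min with compound.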
GRP78 ERSR act: qHTS for Inducers of the Endoplasmic Reticulum Stress Response (ERSR) in Human Glioma: qHTS | U87-MG GRP78 promoter luciferase reporter, 16 h | Potency, µM, without a hit: at the highest dose activation, actives largely listed as activators | 0.02% of 420,000 active | AID 602332, 2012; also: potency is read from the fitted curve at half-maximal effect; series mostly up to about 76 µM; % of control where 0% means no effect; nearly all actives have a fitted effect of over 35% in size
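Stably transfected U87-MG human glioma cells carrying a GRP78-based luminescent sensor were seeded at 1000 cells/well, pin-dosed with compounds and incubated 16 h. Luciferase reagent was then added, and end-point luminescence was read after 10 min at room temperature.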
LDHA inh: qHTS assay for inhibitors of human lactate dehydrogenase; purified LDHA, NADH/diaphorase-resazurin fluorescence; hits give low values; activity change, % (values are at about 110 or 230 µM); 0.15% of 480,000 active; in the data active = activity change below about -30%; inconclusive = mostly about -25% to -30%;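 also: plate controls were DMSO wells for no effect and wells without enzyme for full effect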
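LDH5 2 nM; NADH 0.06 mM, pyruvate 0.2 mM; 200 mM Tris pH 7.4, EDTA, Tween-20; 5 min RT. Detection: diaphorase 0.133 mg/mL + resazurin 37 µM, fluorescence ex540/em590 at 0 and 20 min; normalized to enzyme-free and DMSO wells.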
BLM inh: qHTS Assay for Inhibitors of Bloom's syndrome helicase (BLM) | 0.2% of 350,000 active | recombinant BLM DNA unwinding, fluorescence dequenching | Potency, µM (titrated, usually from 56.1 µM), for inactives: at the highest dose activity change, negative = inhibition, actives largely listed as inhibitors | RecQ-like DNA helicase BLM (Homo sapiens), P54132 | AID 2528, 2010;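 also: potency is read from the fitted curve at half-maximal effect; plate controls were vehicle for no effect and no enzyme for full effect; nearly all actives have a fitted effect of over 35% in size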
POLH inh: qHTS for Inhibitors of Polymerase Eta. AID 588591, 2011. 1.2% of 390,000 active. DNA polymerase eta (Homo sapiens), Q9Y253. Potency, µM (titrated, usually from 114 µM), without a hit: at the highest dose activity change, negative = inhibition, most hits filed as inhibitors. recombinant Pol eta, fluorescent DNA replication assay; also: potency is read from the fitted curve at half-maximal effect; % is scaled to controls: 0 for no effect and ±100 for the full control effect
Target sequence (Q9Y253 whole entry, looked up): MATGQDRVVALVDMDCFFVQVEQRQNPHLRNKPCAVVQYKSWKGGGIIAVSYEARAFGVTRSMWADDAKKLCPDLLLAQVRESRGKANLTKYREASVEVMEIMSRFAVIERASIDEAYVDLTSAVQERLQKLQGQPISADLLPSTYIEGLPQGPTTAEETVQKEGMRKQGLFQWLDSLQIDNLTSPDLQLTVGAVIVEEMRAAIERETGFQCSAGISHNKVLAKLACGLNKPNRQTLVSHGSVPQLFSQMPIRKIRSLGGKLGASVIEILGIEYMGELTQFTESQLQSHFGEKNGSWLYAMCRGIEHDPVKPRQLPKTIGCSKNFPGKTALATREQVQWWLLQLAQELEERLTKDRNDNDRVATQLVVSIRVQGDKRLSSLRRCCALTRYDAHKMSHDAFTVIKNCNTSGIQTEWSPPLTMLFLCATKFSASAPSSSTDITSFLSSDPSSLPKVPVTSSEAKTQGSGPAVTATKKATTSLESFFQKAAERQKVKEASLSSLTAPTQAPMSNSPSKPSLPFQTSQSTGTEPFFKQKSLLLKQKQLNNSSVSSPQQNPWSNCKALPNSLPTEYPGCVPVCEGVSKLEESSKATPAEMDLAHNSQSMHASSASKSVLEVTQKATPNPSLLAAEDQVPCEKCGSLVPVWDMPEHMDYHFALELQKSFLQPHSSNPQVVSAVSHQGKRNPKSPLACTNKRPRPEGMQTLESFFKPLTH
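Fluorescent replication assay: 50 nM final substrate added after a 15 min room-temperature compound preincubation with 10 nM enzyme. Signal taken at 0 min and again at 10 min.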
Pol iota inh: qHTS for Inhibitors of Polymerase Iota; DNA polymerase iota (Homo sapiens), Q9UNA4; Pol iota fluorescent replication assay, 10 min; Potency, µM (series often up to 115 µM), for inactives: at the top dose activity, negative = inhibition, hits mostly inhibitors; 1% of 390,000 active; AID 588590, 2011; also: potency is read from the fitted curve at half-maximal effect
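Pol iota at 10 nM preincubated 15 min with compounds at room temperature; reaction started with fluorescent substrate, 50 nM final. Fluorescence read kinetically at 0 and 10 min; buffer-only wells as negative control.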
POLK inh: qHTS for Inhibitors of Polymerase Kappa; DNA polymerase kappa (Homo sapiens), Q9UBT6; purified Pol kappa, fluorescent DNA synthesis assay, 10 min; Potency, µM (doses to about 107 µM), inactives show at the highest dose activity, negative = inhibition, most hits filed as inhibitors; 0.53% of 400,000 active; AID 588579, 2011; also: potency is read from the fitted curve at half-maximal effect; % is scaled to controls: 0 for no effect and ±100 for the full control effect
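Inhibition of 10 nM Pol kappa is measured by a fluorescent read-out at 0 and 10 min following addition of 50 nM substrate (final), with a 15-min room-temperature compound preincubation.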
Apoferritin bind: qHTS Assay for Identification of Novel General Anesthetics. Ferritin light chain (Equus caballus), P02791. apoferritin/1-aminoanthracene competitive binding, fluorescence. Potency, µM (top dose mostly 77.5 µM), for inactives: at the top dose activity change, negative = displacement, usual class: inhibitors. 0.074% of 350,000 active; also: potency is read from the fitted curve at half-maximal effect; % is scaled to controls: 0 for no effect and ±100 for the full control effect; nearly all actives have a fitted effect of over 20% in size
Target sequence (P02791 2-175 limits assumed): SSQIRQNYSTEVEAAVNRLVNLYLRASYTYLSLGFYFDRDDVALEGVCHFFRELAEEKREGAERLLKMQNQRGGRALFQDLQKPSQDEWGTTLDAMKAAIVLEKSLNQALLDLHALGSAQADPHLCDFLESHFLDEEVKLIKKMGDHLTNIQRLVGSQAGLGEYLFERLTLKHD
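In PBS, apoferritin at 10 uM is loaded with 1-AMA from a 50% saturated solution. After 10 min of compound exposure at ambient temperature, reduced 535 nm fluorescence indicates probe displacement.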
APE1 inh: qHTS Assay for Inhibitors of the Human Apurinic/apyrimidinic Endonuclease 1 (APE1) | DNA repair nuclease/redox regulator APEX1 (Homo sapiens), P27695 | recombinant APE1, TAMRA/BHQ-2 abasic DNA cleavage fluorescence | Potency, µM (series often up to 65.8 µM), for inactives: at the highest dose activity change, negative = inhibition, usual class: inhibitors | 0.35% of 350,000 active;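 also: potency is read from the fitted curve at half-maximal effect; plate controls were vehicle for no effect and reference inhibitor for full effect; nearly all actives have a fitted effect of over 55% in size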
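Step 1: APE1 (0.75 nM) with compound, 15 min RT. Step 2: add 50 nM fluorophore/quencher THF duplex. Step 3: three fluorescence reads 60 s apart (525/598 nm); read 3 minus read 1 = reaction progress.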
* hit, by the source's call; ? = inconclusive; · = not tested or not shown; [ ] = remark or other dose. Unless noted, calls follow the shape of the dose curve; as a rule, active = well fitted curve in the direction sought with a large enough effect; inconclusive = small, poorly fitted or top-dose-only effect, or another doubt; inactive = no such curve, though single readings can be large; an effect the other way counts as inactive or inconclusive. Only part of the results is shown; rates above refer to the full screens.

Sequence of screens: POLB inh | GRP78 ERSR act | LDHA inh | BLM inh | POLH inh | Pol iota inh | POLK inh | Apoferritin bind | APE1 inh
CCOc1ccc(CCNC(=O)Cc2ccc(NC(=O)C3=C(C)OCCS3)cc2)cc1
→ 3% | -1% | -14 | 0% | -7% | 9% | -5% | -19% | 18%
COc1cc2sc(-c3ccc(S(C)(=O)=O)cc3)c(C(=O)NCc3ccc(C)o3)c2cc1OC
→ · | -4% | 0 | · | 0% | 19% | -8% | · | -18%
CS(=O)(=O)c1ccc(-c2nnn(CC(=O)Nc3ccc4c(c3)OCCO4)n2)cc1
→ 5% | -5% | -17 | -4% | -2% | 123%[activator] | -3% | -7% | 34%[activator]
Cc1oc(C)c2c(=O)cc(-c3ccc4c(c3)OCO4)cc(OC(=O)c3ccc(Cl)cc3)c12
→ 12% | -3% | 12 | -7% | 5% | ? | -13% | -3% | ·
CCOc1cc(/C=N/O)ccc1OS(=O)(=O)c1ccc(C)cc1
→ 15% | -1% | 0 | -10% | -8% | -2% | -11% | -12% | -5%
CCCc1ccc(C2=Nn3c(nnc3C(C)C)SC2)cc1
→ 25% | -3% | 0 | -4% | -19% | 26% | -9% | -2% | 11%
Cc1ccc(OCC(=O)NCCCNC(=O)c2cccnc2)cc1
→ 11% | 2% | -5 | 1% | 4% | 19% | -1% | -8% | -6%
Cc1ccccc1C(=O)n1nc(-c2cccnc2)nc1NCc1ccc(F)cc1
→ 3% | -4% | -4 | -3% | -15% | -6% | -2% | 2% | ·
O=C(COC(=O)c1ccc(S(=O)(=O)C(F)F)cc1)NC(=O)NC1CCCCC1
→ · | -3% | -1 | · | -16% | 22% | -10% | · | 23%
C=CCN1C(=O)c2ccc(C(=O)N3CCN(S(=O)(=O)c4cccc(Cl)c4)CC3)cc2C1=O
→ 5% | -1% | -4 | -4% | -1% | 80%[activator] | 3% | -16% | 7%
Cc1ccc(C)c(N2CCN(C(=O)CSCc3ccccc3Cl)CC2)c1
→ 7% | -4% | 2 | -10% | -8% | -2% | -12%[60.1 µM] | 62%[activator] | ·
CCCCS(=O)(=O)c1oc(-c2ccc(F)cc2)nc1S(=O)(=O)c1ccc(C)cc1
→ 4% | -11% | 1 | -7% | -9% | ? | -1% | ? | ·
CCOC(=O)C1=C(C)Nc2ncnn2C1c1cc(OC)ccc1OC (stereo unspecified)
→ -4% | -1% | 4 | 0% | -3% | 21% | -7% | -4% | 0%
C=CCn1c(O)c(N=Nc2ccccc2)c2ccccc21
→ -18% | 1% | 10 | -6% | 11% | 8% | -10% | -20% | 23%
CC1=NN(C(N)=S)C(C)(C)C1
→ 4% | -8% | -7 | -1% | -11% | 26% | -4% | -8% | 7%
O=C(O)CCCC(=O)N1N=C(c2ccccc2)CC1c1ccc2nccnc2c1 (stereo unspecified)
→ 46% | 1% | -8 | 5% | -7% | 8% | -14% | -5% | 1%
COCCCNC(=O)NC(=O)c1ccccc1
→ ? | -1% | -4 | 3% | -8% | -16% | -10% | 0% | 6%
Cc1ccc(C(=O)N2CCN(S(=O)(=O)c3ccc(C)cc3)CC2)cc1
→ -2% | -6% | -6 | -7% | -3% | 38%[activator] | 1% | -11% | -4%
O=C(NCc1cccs1)c1cc(-c2cccc(Cl)c2)on1
→ 32%[activator] | -2% | -6 | -4% | -19% | 17% | -6% | -14% | 10%
CCCCCCOc1ccc(OC(=O)c2ccncc2)cc1
→ 7% | 2% | -4 | -1% | -8% | -10% | -21% | -16% | 3%
Cc1cc(Br)c(S(=O)(=O)NCc2cccnc2)cc1C
→ 18% | -2% | -7 | -2% | 2% | -12% | 5% | -10% | 22%
CCC(C)(C)NC(=O)C(c1ccncc1)N(C(=O)Cn1nnc2ccccc21)c1cc2c(cc1C(C)=O)OCO2 (stereo unspecified)
→ 0% | -5% | 12 | 4% | -16% | 13% | 3% | -4% | 0%
CCc1[nH]nc(C(=O)N2CCCC(C(=O)c3cccc(OC(C)C)c3)C2)c1C (stereo unspecified)
→ 18% | 3% | 1 | 0% | -8% | 17% | 5% | -15% | 50%[activator]
COc1ccc(NC(=O)CS(=O)CC(=O)Nc2ccc(OC)c(OC)c2)cc1 (stereo unspecified)
→ -12% | 7% | -13 | -1% | -5% | -1% | -9% | -19% | -8%
O=C(NCC1CCCO1)C1CCN(C2CCN(Cc3ccco3)CC2)CC1 (stereo unspecified)
→ 7% | -2% | -3 | -3% | 4% | -12% | -1% | -5% | -4%
Cc1cnn(C(=O)c2cc(-c3ccccn3)nc3ccc(Cl)cc23)c1
→ -1% | 0% | -2 | 2% | 0% | 80%[activator] | -8% | -11% | -1%
COn1c(-c2ccccc2)nc2c1CCc1c-2no[n+]1[O-]
→ 15% | 2% | 0 | -1% | -11% | -7% | -14% | 3% | -5%
COC(=O)CSc1nnc(SCc2ccccc2)s1
→ 5% | -5% | 1 | -2% | -14% | 19% | -3% | ? | -8%
COc1ccc(CCNC(=O)c2cccnc2)cc1OC
→ 35% | -3% | -7 | -1% | -7% | 8% | 2% | -6% | -3%
N#C/C(=C\c1c[nH]c2ccccc12)C(=O)Nc1ncc(Cc2ccc(Cl)cc2Cl)s1
→ 27% | -1% | -8 | -3% | -11% | 5% | -6% | 11% | 5%

Arranged by heavy-atom count (highest first): 3 of the compounds above
Sequence of screens: POLB inh | GRP78 ERSR act | LDHA inh | BLM inh | POLH inh | Pol iota inh | POLK inh | Apoferritin bind | APE1 inh
Cc1ccccc1C(=O)n1nc(-c2cccnc2)nc1NCc1ccc(F)cc1
→ 3% | -4% | -4 | -3% | -15% | -6% | -2% | 2% | ·
CCOC(=O)C1=C(C)Nc2ncnn2C1c1cc(OC)ccc1OC (stereo unspecified)
→ -4% | -1% | 4 | 0% | -3% | 21% | -7% | -4% | 0%
CCCCCCOc1ccc(OC(=O)c2ccncc2)cc1
→ 7% | 2% | -4 | -1% | -8% | -10% | -21% | -16% | 3%

Continued.
Assay codes: A = POLB inh; B = GRP78 ERSR act; C = LDHA inh; D = BLM inh; E = POLH inh; F = Pol iota inh; G = POLK inh; H = Apoferritin bind; I = APE1 inh
Cc1ccsc1CN(C(=O)COc1ccccc1Cl)C1CCS(=O)(=O)C1 (stereo unspecified)
  A: 34%	B: ·	C: -5	D: -1%	E: ·	F: -2%	G: 8%	H: -3%	I: ·

COc1cccc(-c2cc(C(=O)Nc3ccccc3)c3ccccc3n2)c1
  A: ·	B: -3%	C: 2	D: ·	E: -22%	F: 33%[activator]	G: -1%	H: ·	I: ·

CCCCn1c(SCC(=O)NCc2ccco2)nnc1-c1ccoc1C
  A: ?	B: -3%	C: -1	D: -8%	E: 13µM*	F: ?	G: 35µM*	H: 6%	I: -9%

CC(=O)n1cc(/C=N/NC(=O)c2ccccc2Cl)c2ccccc21
  A: ?	B: 0%	C: -2	D: -5%	E: -20%	F: 12%	G: -3%	H: -2%	I: 3%

COc1ccccc1CNc1ncnc2ccc(-c3ccccc3C#N)cc12
  A: ·	B: -5%	C: ·	D: -4%	E: ·	F: ·	G: 5%[60.1 µM]	H: ·	I: -3%

CC(C)(C)C(=O)Nc1ccc(/C=C/C(=O)c2ccco2)cc1
  A: -16%	B: -6%	C: -8	D: 0%	E: -24%	F: 88%[activator]	G: -1%	H: 314%[activator]	I: -5%

CCO[C@H]1OC(C(=O)NCc2ccccc2)=C[C@@H](C)[C@@H]1CCCO
  A: 17%	B: -2%	C: 2	D: -1%	E: -13%	F: -5%	G: 18%	H: -2%	I: -1%

Cc1cc(C(=O)N/N=C2/CC(C)CC(C)(C)C2)c(C)o1 (stereo unspecified)
  A: 14%	B: 2%	C: 7	D: -5%	E: -14%	F: 22%	G: 5%	H: -7%	I: -4%

Cc1ccc(S(=O)(=O)NCCC(=O)Nc2ncccc2O)cc1C
  A: ·	B: -5%	C: 1	D: ·	E: -13%	F: 16%	G: -8%	H: ·	I: -3%

CCOc1ccc(NC(=S)Nc2cccc3cnccc23)cc1
  A: 34%	B: 2%	C: 27	D: -2%	E: -9%	F: -93%	G: ?	H: -9%	I: 24%

In the list so far, 2 contain an aryl thioether with sulfur outside any ring:
Assay codes: A = POLB inh; B = GRP78 ERSR act; C = LDHA inh; D = BLM inh; E = POLH inh; F = Pol iota inh; G = POLK inh; H = Apoferritin bind; I = APE1 inh
COC(=O)CSc1nnc(SCc2ccccc2)s1
  A: 5%	B: -5%	C: 1	D: -2%	E: -14%	F: 19%	G: -3%	H: ?	I: -8%

CCCCn1c(SCC(=O)NCc2ccco2)nnc1-c1ccoc1C
  A: ?	B: -3%	C: -1	D: -8%	E: 13µM*	F: ?	G: 35µM*	H: 6%	I: -9%

Following part:
Assay codes: A = POLB inh; B = GRP78 ERSR act; C = LDHA inh; D = BLM inh; E = POLH inh; F = Pol iota inh; G = POLK inh; H = Apoferritin bind; I = APE1 inh
COc1cc(OC)cc(C(=O)N2CCN(C3CCCCC3)CC2)c1
  A: 11%	B: 0%	C: -10	D: 1%	E: -4%	F: -5%	G: 8%	H: -5%	I: -2%

CCOCCCn1c(=S)[nH]c2cc(C(=O)NCC(OC)OC)ccc2c1=O
  A: 26%	B: 3%	C: 1	D: -5%	E: -17%	F: -2%	G: 3%	H: -1%	I: 10%

Cc1nn(-c2ccccc2Cl)c(Cl)c1/C=C(\C#N)C(N)=O
  A: -2%	B: 20%	C: -6	D: -6%	E: -12%	F: -14%	G: -4%	H: -9%	I: -5%

O=C(C[C@H]1C[C@H](C(=O)N2CCCCC2)[C@@]2(CCc3ccccc3)c3[nH]c4cc(-c5ccco5)ccc4c3CCN2C1=O)NCc1cccc(C(F)(F)F)c1
  A: ·	B: 0%	C: -17	D: ·	E: -15%	F: ?	G: -11%	H: ·	I: 4%

Screening results as filed in PubChem BioAssay.
